# sPLA2-III inh = Blocks human group III sPLA2 activity | Q9NZ20 | QFRET BODIPY PC-A2 liposome hydrolysis, fluorescence | inhibition, % at 12.2 µM | actives 0.56% (n = 370,000) | AID 743126;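 active = inhibition above mean plus 3 SD of compounds lying within the high and low control bounds, cut at about 19% in these data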;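 note: 0% = median of test compound wells and 100% = no enzyme DMSO wells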
# Target sequence (Q9NZ20 whole entry, looked up): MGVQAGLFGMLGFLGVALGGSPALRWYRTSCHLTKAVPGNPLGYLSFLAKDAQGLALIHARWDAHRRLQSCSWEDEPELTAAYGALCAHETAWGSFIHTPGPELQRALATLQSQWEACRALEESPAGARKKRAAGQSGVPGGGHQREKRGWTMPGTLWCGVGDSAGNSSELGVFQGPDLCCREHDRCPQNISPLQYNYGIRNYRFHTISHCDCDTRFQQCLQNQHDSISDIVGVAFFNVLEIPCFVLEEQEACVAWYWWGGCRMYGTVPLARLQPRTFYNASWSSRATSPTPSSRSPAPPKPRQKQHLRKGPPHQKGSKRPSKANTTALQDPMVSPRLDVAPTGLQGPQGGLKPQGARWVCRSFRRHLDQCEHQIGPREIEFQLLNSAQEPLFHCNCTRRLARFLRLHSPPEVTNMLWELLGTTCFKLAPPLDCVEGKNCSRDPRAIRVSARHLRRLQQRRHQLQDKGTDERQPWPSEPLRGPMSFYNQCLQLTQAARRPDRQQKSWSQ
# proKLK7 act = activates the human kallikrein-7 zymogen; P49862; purified proKLK7, EDANS-DABCYL substrate fluorescence; 100% is mature enzyme control, 0% vehicle; activation, % at 7 µM; actives 0.9% (n = 370,000);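 active = activation above the mean of all tested compounds plus 3 SD, computed per campaign excluding outliers beyond control limits, cut at about 13% in these data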
# Rev-erbA mod = modulators of human Rev-erb alpha DNA binding. Rev-erbα–FITC-DNA binding, fluorescence polarization, 90 min. activity, % at 10 µM. P20393. actives 0.79% (n = 370,000). AID 1259318;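 active = activity above about 14%, limit read from the data; passing the limit was not always enough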;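 note: 0% = DMSO wells with 35 nM protein and 100% = DMSO wells with 750 nM protein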
# Tn7 DDE FP = inhibitors of Tn7 peptide binding to human fibrin DD(E). FP displacement of FITC-Tn7 peptide from fibrin DD(E); 0% = median of compound wells per plate. inhibition, % at 8.3 µM. actives 0.13% (n = 370,000). AID 720508;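 active = inhibition above the mean of compounds falling within the control limits plus 3 SD of them, cut at about 14% in these data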;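 note: 0% = plate median of compound wells and 100% = 10 µM Aha-Tn7 peptide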
# Target sequence (P02675 whole entry, looked up): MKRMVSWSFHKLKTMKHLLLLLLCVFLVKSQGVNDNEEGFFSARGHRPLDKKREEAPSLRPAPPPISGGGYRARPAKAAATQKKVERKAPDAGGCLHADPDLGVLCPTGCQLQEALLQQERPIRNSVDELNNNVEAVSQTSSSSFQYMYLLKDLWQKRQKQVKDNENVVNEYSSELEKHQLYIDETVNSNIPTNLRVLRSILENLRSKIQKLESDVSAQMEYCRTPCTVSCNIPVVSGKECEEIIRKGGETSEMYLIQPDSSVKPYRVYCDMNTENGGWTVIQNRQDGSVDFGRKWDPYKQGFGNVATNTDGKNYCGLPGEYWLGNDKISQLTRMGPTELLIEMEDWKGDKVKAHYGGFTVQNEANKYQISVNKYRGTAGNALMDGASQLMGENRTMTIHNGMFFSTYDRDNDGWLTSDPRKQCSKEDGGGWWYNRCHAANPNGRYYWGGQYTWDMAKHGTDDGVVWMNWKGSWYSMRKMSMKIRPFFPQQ
#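 assay system = human clot-derived fibrin DD(E) complex | quantity = Fibrin-DD(E) at 2 µM final | timing = 10 min preincubation, 3 h with tracer, room temperature | signal = fluorescence polarization | measure = percent inhibition | benchmarks = high control wells with 10 µM unlabelled Aha-Tn7 peptide (full inhibition) | replicates = singlicate testing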
# PLC-gamma1 inh = blocks human PLC-gamma1 enzyme activity; P19174; inhibition, % at 12.2 µM; actives 0.84% (n = 370,000); purified PLC-gamma1, fluorogenic substrate, fluorescence; in the data active = inhibition above about 9.5%
# PLC-beta3 inh = inhibitors of human phospholipase C beta3; inhibition, % at 12.2 µM; actives 0.18% (n = 370,000); Purified PLC-beta3, fluorogenic substrate, fluorescence; Q01970; in the data active = inhibition above about 11%;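 note: 0% = median of compound wells on plate and 100% = full blocker control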
# ASAP1 inh = ASAP1 ArfGAP inhibition; ASAP1-stimulated ARF1 GTP hydrolysis, GDP FP detection; inhibition, % at 16.5 µM; actives 0.19% (n = 360,000); AID 624377; in the data active = inhibition above about 25%;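 note: 0% = vehicle with enzyme and substrate and 100% = no enzyme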
# UHRF1 MBD2 ctr = UHRF1 methyl-DNA binding inhibition | Q96T88 | UHRF1 binding to methylated oligo, TR-FRET | inhibition, % at 4.4 µM | actives 0.75% (n = 370,000); in the data active = inhibition above about 21%;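 note: UHRF1 SRA domain binding a hemimethylated CpG hairpin DNA probe; 0% = median of test compound wells and 100% = reference inhibitor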
# Tn6 DDE FP = disrupts Tn6 cyclic peptide binding to fibrin D-Dimer-E complex. actives 0.21% (n = 370,000). inhibition, % at 8.3 µM. P02675. AID 720509. Fibrin DD(E) TRITC-Tn6 fluorescence polarization displacement;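 active = inhibition above a per-campaign cutoff: mean of compounds within control limits plus 3 SD, cut at about 15% in these data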;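 note: 0% = median of all compound wells on the plate and 100% = blocking peptide control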
# ARFGAP1 inh = inhibits rat ARF GTPase activating protein 1. inhibition, % at 16.5 µM. actives 0.26% (n = 360,000). Arfgap1-stimulated ARF1 GTP hydrolysis, GDP FP detection;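 active = inhibition above a per-plate limit, mean inhibition of low control wells plus 3 SD, cut at about 25% in these data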;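 note: 0% = DMSO wells with enzyme and 100% = wells lacking Arfgap1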
#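 system = rat Arfgap1 catalytic domain, aa 1-136 | technique = FP, GDP Alexa 633 tracer displaced from anti-GDP antibody, 620/688 nm | compound = one concentration, 16.5 µM, DMSO 1.26% | medium = HEPES-based buffer, pH 7.5 | timing = compound-enzyme preincubation 20 min, reaction 120 min, detection 60 min, 25 °C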
# Active calls of the source: *; i = inactive.
# Start of the data: the first 15 compounds, to show the layout:
SMILES,sPLA2-III inh,proKLK7 act,Rev-erbA mod,Tn7 DDE FP,PLC-gamma1 inh,PLC-beta3 inh,ASAP1 inh,UHRF1 MBD2 ctr,Tn6 DDE FP,ARFGAP1 inh
CC(=O)Nc1ccc(S(=O)(=O)N(C)CC(=O)Nc2nc3ccccc3[nH]2)cc1,17,-0.6,15,-9,6,3,-1,-1,-10,6
Cc1cc(C)c2nc(N3CCC(C(=O)NCC4CCCO4)CC3)sc2c1 (centres undefined),-3,0.1,9,-6,-3,-9,-2,3,2,3
CCOC(=O)/C(C#N)=C/c1cn(CCC(=O)O)nc1-c1cccc(Br)c1,-8,0.5,-4,1,2,5,11,1,3,-3
CCC1CCCCN1CCNC(=O)CNS(=O)(=O)c1ccc2nc(C)sc2c1 (centres undefined),-9,-0.5,-1,-5,-2,-4,-7,0,5,-4
COc1ccc(CC(NC(C)=O)C(=O)NC2CCN(S(=O)(=O)c3ccccc3)CC2)cc1OC (centres undefined),8,-0.1,-2,0,-2,-5,0,2,-6,12
COc1ccc(NC(=O)COC(=O)c2ccc(C)c(S(=O)(=O)N3CCCCC3)c2)cc1,-10,1.1,7,9,0,-6,-17,0,-1,-1
CC(=O)Nc1cccc(-n2nnc(SCC(=O)Nc3ccc(F)c(Cl)c3)n2)c1,-19,-0.6,-8,-3,-3,-7,16,-2,3,15
COC(=O)CCCC(=O)N1CCCC(C(=O)c2ccccc2SC)C1 (centres undefined),-2,0.6,-2,5,1,-3,-5,0,10,6
CCN(CC)CCC(=O)N1C/C(=C/c2ccccc2)C(=O)/C(=C\c2ccccc2)C1,-7,-0.3,-6,-2,2,4,-3,4,2,8
CCc1cc(C(=O)N2CCN(c3ccccn3)CC2)sc1C,-4,-0.5,4,0,0,-4,12,-1,-7,2
Cc1cccc(NC(=O)/C=C/c2ccc(Cl)cc2)n1,-8,0.5,1,8,0,1,5,-5,1,-4
CC(C)(C)OC(=O)CNC(=O)c1[nH]cnc1C(=O)N[C@@H](CCCCNC(=O)OC(C)(C)C)C(=O)OC(C)(C)C,-13,0.9,-1,6,-4,-3,3,3,0,-2
C[C@H](CO)N1C[C@H](C)[C@@H](CN(C)C(=O)Nc2ccccc2)Oc2c(NC(=O)Nc3ccccc3)cccc2C1=O,-8,-0.3,-2,2,0,2,-14,3,0,3
COc1ccc(CN(C)C(=O)COC(=O)c2ccc(-c3ccccc3)cc2)c(OC)c1OC,-13,0.9,0,1,3,-1,2,5,-6,-3
CCOc1ccc(C(=O)CCC(=O)N2CCN(c3ccccc3O)CC2)cc1,-9,-0.4,-4,-5,-5,-16,10,4,4,12

# The list itself, from the start:
SMILES,sPLA2-III inh,proKLK7 act,Rev-erbA mod,Tn7 DDE FP,PLC-gamma1 inh,PLC-beta3 inh,ASAP1 inh,UHRF1 MBD2 ctr,Tn6 DDE FP,ARFGAP1 inh
CC(=O)Nc1ccc(S(=O)(=O)N(C)CC(=O)Nc2nc3ccccc3[nH]2)cc1,17,-0.6,15,-9,6,3,-1,-1,-10,6
Cc1cc(C)c2nc(N3CCC(C(=O)NCC4CCCO4)CC3)sc2c1 (centres undefined),-3,0.1,9,-6,-3,-9,-2,3,2,3
CCOC(=O)/C(C#N)=C/c1cn(CCC(=O)O)nc1-c1cccc(Br)c1,-8,0.5,-4,1,2,5,11,1,3,-3
CCC1CCCCN1CCNC(=O)CNS(=O)(=O)c1ccc2nc(C)sc2c1 (centres undefined),-9,-0.5,-1,-5,-2,-4,-7,0,5,-4
COc1ccc(CC(NC(C)=O)C(=O)NC2CCN(S(=O)(=O)c3ccccc3)CC2)cc1OC (centres undefined),8,-0.1,-2,0,-2,-5,0,2,-6,12
COc1ccc(NC(=O)COC(=O)c2ccc(C)c(S(=O)(=O)N3CCCCC3)c2)cc1,-10,1.1,7,9,0,-6,-17,0,-1,-1
CC(=O)Nc1cccc(-n2nnc(SCC(=O)Nc3ccc(F)c(Cl)c3)n2)c1,-19,-0.6,-8,-3,-3,-7,16,-2,3,15
COC(=O)CCCC(=O)N1CCCC(C(=O)c2ccccc2SC)C1 (centres undefined),-2,0.6,-2,5,1,-3,-5,0,10,6
CCN(CC)CCC(=O)N1C/C(=C/c2ccccc2)C(=O)/C(=C\c2ccccc2)C1,-7,-0.3,-6,-2,2,4,-3,4,2,8
CCc1cc(C(=O)N2CCN(c3ccccn3)CC2)sc1C,-4,-0.5,4,0,0,-4,12,-1,-7,2
Cc1cccc(NC(=O)/C=C/c2ccc(Cl)cc2)n1,-8,0.5,1,8,0,1,5,-5,1,-4
CC(C)(C)OC(=O)CNC(=O)c1[nH]cnc1C(=O)N[C@@H](CCCCNC(=O)OC(C)(C)C)C(=O)OC(C)(C)C,-13,0.9,-1,6,-4,-3,3,3,0,-2
C[C@H](CO)N1C[C@H](C)[C@@H](CN(C)C(=O)Nc2ccccc2)Oc2c(NC(=O)Nc3ccccc3)cccc2C1=O,-8,-0.3,-2,2,0,2,-14,3,0,3
COc1ccc(CN(C)C(=O)COC(=O)c2ccc(-c3ccccc3)cc2)c(OC)c1OC,-13,0.9,0,1,3,-1,2,5,-6,-3
CCOc1ccc(C(=O)CCC(=O)N2CCN(c3ccccc3O)CC2)cc1,-9,-0.4,-4,-5,-5,-16,10,4,4,12
N#C/C(=C\c1c(N2CCCCC2)nc2ccccn2c1=O)C(=O)NC1CCS(=O)(=O)C1 (centres undefined),8,6.9,3,-6,-171,-186,3,-1,-2,4
CC(C)[C@H](CN(N=O)[C@@H](Cc1ccccc1)CN(C)N=O)N(CCc1ccccc1)N=O,-3,-0.6,7,-2,2,-1,2,-4,-1,-10
COc1ccccc1-c1cc(C(=O)NCc2cccs2)no1,6,-1.4,-1,1,-6,-11,10,-1,3,-1
Cc1ccc(S(=O)(=O)N(CCC(=O)O)Cc2ccc(Cl)cc2)cc1,-5,-0.3,3,0,2,-3,-3,4,-5,8
COC(=O)C1CCN(C(c2cc(OC)c(OC)c(OC)c2)c2sc3nc(C)nn3c2O)CC1 (centres undefined),14,0.3,-2,7,-3,-3,1,3,-1,-1
CCn1c(SCC(=O)Nc2cc(C)on2)nnc1-c1cccc(C)c1,9,-0.1,5,1,1,-11,7,5,-6,-3
Cc1ccc(CNCC(O)c2ccccc2)s1 (centres undefined),0,-0.2,1,6,1,-6,-13,-1,5,-12
CC(=O)NNc1cc(C)nc(NS(=O)(=O)c2ccc(C)cc2)n1,-2,0.1,8,4,4,-4,6,3,-2,0
CC(C)[C@H](NS(=O)(=O)c1ccccc1)C(=O)OCC(=O)N1N=C(c2ccc(Cl)cc2)CC1c1ccco1 (some centres undefined),2,-0.1,-1,0,-6,-10,-1,1,-1,-9
CCN(CC(=O)Nc1c(F)cccc1F)C(=O)c1ccc(N2CCCC2)c([N+](=O)[O-])c1,5,-0.4,8,-2,3,-6,5,-1,-1,9
CC(=O)N1CC2(C)CN(C(C)=O)CC(C)(C1)C2O (centres undefined),4,-0.1,1,8,2,2,2,-2,-3,2
O=C(/C=C/c1ccc([N+](=O)[O-])cc1)OCC(=O)N1CCCCCC1,-2,0.7,6,-3,6,0,-9,-1,2,5
Cn1cc(C(=O)C(=O)N2CCCc3ccccc32)c2ccccc21,-2,0.0,0,-1,5,-2,6,-2,0,8
COc1ccc(N2CCN(C(=O)NC3CCCCC3)CC2)cc1,-4,-0.5,4,3,2,2,-4,1,6,-15
C[C@]12C(=O)N(c3ccc(C(F)(F)F)cc3)C(=O)N1[C@H]1c3ccccc3OC[C@@H]1[C@H]2c1ccccc1,-1,0.7,0,-3,2,0,0,1,2,4
CC(NC(=O)CN1C(=O)NC(Cc2ccccc2)(Cc2ccccc2)C1=O)C12CC3CC(CC(C3)C1)C2 (centres undefined),-11,0.1,0,-1,8,8,-4,-1,-7,0
CCN(c1ccccc1)S(=O)(=O)c1cccc(C(=O)Nc2ccc(C)cn2)c1,-11,0.6,-1,9,3,-1,9,-1,-1,-5
Cn1c(=O)oc2cc(S(=O)(=O)NCCN3CCCCCC3)ccc21,3,0.7,4,-4,-1,-3,8,2,-1,5
CN(CC(=O)NC1CCCC1)S(=O)(=O)c1cccc(Cl)c1,2,0.6,2,0,1,3,11,0,-1,0
CC(=O)N1CCN(Cc2nc3scc(-c4ccccc4)c3c(=O)[nH]2)CC1,1,0.4,2,0,-3,-5,19,-2,3,4
CC(C)[C@H](NS(=O)(=O)c1ccccc1)C(=O)OCn1nnc2ccccc2c1=O,-5,0.4,-2,2,0,1,0,1,-1,14
Cc1cc(C)c2c(N)c(C(=O)NNC(=O)c3ccccc3)sc2n1,0,5.5,-4,-7,-426,i,4,-4,-4,-5
CC(=O)Nc1ccc2c(c1)C(=O)N(C1CCCCC1)C2=O,1,-1.6,11,-3,-39,-56,-4,2,4,13
CCOc1ccc2nc(SCC(=O)N3c4ccccc4Sc4ccccc43)c(C#N)cc2c1,-2,-1.2,142*,1,-31,-38,21,-3,-4,4
CS(=O)(=O)N1CCC(C(=O)O)CC1,6,-0.3,7,2,2,-2,7,3,4,4
Cc1nc(N)sc1-c1csc(NCc2ccccc2)n1,3,-0.7,1,-9,-14,-16,-1,-5,-1,5
COc1ccccc1C(=O)Nc1nnc(-c2ccc(F)cc2)o1,-7,0.3,0,-8,2,2,2,-1,-5,13
CC(=O)c1ccc(N2CCN(S(=O)(=O)c3csc(C(N)=O)c3)CC2)cc1,-4,0.1,0,2,-4,-18,1,1,-7,16
O=S(=O)(Nc1cccc(-c2cn3c(n2)SCC3)c1)c1ccccc1,-33,-0.3,-4,1,1,-9,4,1,1,6
COc1ccc(N2C(=O)C3CCCN3C2c2ccccc2F)cc1 (centres undefined),2,0.4,-2,4,0,2,-5,-1,2,-9
CC(C)(C)SCCNC(=O)CN(c1ccc(F)c(Cl)c1)S(C)(=O)=O,-5,0.7,1,-6,3,4,2,1,-5,6
CCOc1ccc(C(=O)NCc2ccccc2OC)cc1,-3,-0.4,3,7,2,3,-8,13,-3,1
